Screening results from PubChem BioAssay.
ATG4B inh = inhibitors of human ATG4B cysteine protease | 340,000 compounds, 0.51% hits | ATG4B cleavage of LC3-PLA2, NBD-HPC fluorescence, 1 h | Q9Y4P1 | inhibition, % at 8.33 µM; in the data active = inhibition above about 40%
Target sequence (Q9Y4P1 whole entry, looked up): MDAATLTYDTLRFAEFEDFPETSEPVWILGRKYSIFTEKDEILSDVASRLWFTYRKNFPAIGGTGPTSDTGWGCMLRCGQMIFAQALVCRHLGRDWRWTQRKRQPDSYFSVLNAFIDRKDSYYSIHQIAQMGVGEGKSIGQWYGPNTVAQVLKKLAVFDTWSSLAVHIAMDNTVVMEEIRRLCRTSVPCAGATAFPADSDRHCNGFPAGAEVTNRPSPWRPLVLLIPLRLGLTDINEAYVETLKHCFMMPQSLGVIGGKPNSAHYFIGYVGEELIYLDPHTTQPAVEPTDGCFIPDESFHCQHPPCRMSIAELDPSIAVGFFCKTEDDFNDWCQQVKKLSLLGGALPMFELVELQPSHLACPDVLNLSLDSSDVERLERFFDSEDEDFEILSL
A3G deaminase = APOBEC3G (human) deaminase inhibition; Q9HC16; recombinant A3G, ssDNA deamination FAM/TAMRA fluorescence; inhibition, % at 20 µM; 330,000 compounds, 0.28% hits;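 active = inhibition of at least 40% at 20 µM, with no more than 30% in the related APOBEC3A deaminase screen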;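 also: plate controls were DMSO wells with A3G for no effect and wells lacking A3G enzyme for full effect; some compounds called inactive have numbers as strong as hits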
Target sequence (Q9HC16 whole entry, looked up): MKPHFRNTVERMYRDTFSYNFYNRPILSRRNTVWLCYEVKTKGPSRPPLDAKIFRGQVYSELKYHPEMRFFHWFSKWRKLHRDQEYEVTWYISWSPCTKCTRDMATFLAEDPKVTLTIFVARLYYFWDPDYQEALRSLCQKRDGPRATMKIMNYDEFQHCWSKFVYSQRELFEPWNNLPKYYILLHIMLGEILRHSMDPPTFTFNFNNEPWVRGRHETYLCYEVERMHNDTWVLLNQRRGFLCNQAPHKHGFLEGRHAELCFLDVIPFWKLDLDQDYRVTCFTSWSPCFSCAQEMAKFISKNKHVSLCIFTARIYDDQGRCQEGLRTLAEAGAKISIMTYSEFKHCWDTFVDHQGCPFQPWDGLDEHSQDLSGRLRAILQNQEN
MPTP inh = inhibitors of mitochondrial permeability transition pore | 360,000 compounds, 1.4% hits | inhibition, % at 10 µM | AID 602449 | isolated mouse mitochondria, Ca2+ swelling absorbance, 30 min;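 active = inhibition of 50% or more, scaled per plate between neutral and stimulator controls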;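 also: 0% = DMSO wells given calcium and 100% = 1 mM EGTA wells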
hIAP inh = human IAP inhibition | 330,000 compounds, 0.12% hits | AID 2544 | purified IAP, CDP-Star luminescence, 30 min | P09923 | inhibition, % at 10 µM;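 active = inhibition reaching a set limit with compound at 10 µM in the primary screen, cut at about 35% in these data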;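 also: plate controls were DMSO wells with enzyme for no effect and no-enzyme buffer wells for full effect; values of inactives mirror those of a sister screen read the other way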
mIAP inh = blocks mouse intestinal alkaline phosphatase; 330,000 compounds, 0.2% hits; purified mouse IAP, CDP-Star luminescence, 30 min; inhibition, % at 10 µM;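 active = inhibition of at least 40% at 10 µM in the primary screen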;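 also: plate controls were DMSO with enzyme for no effect and no enzyme wells for full effect; values of inactives mirror those of a sister screen read the other way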
mIAP activ = increases mouse intestinal alkaline phosphatase activity | 330,000 compounds, 0.24% hits | muIAP, CDP-Star luminescence, 30 min; hits give high values; 1 = vehicle-only enzyme signal, 0 = enzyme-free wells | activation factor at 10 µM | AID 2805;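 active = activation factor of at least 2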; also: the source names both 10 and 20 µM as test concentration; values of inactives mirror those of a sister screen read the other way
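System: Mouse IAP enzyme | Also added: CDP-Star substrate | Dosing: Compounds dispensed in DMSO | Schedule: 30 min enzyme-substrate-compound incubation at room temperature | Technique: Chemiluminescence readout | Control set: DMSO-only wells and no-enzyme negative control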
hIAP activ = increases human intestinal alkaline phosphatase activity. purified human IAP, CDP-Star luminescence, 30 min; hits give high values; 1 = vehicle-only enzyme, 0 = enzyme-free background. activation factor at 10 µM. 330,000 compounds, 0.16% hits;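 active = activation factor of the enzyme at least 2-fold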; also: the source names both 10 and 20 µM as test concentration; values of inactives mirror those of a sister screen read the other way
MIN6 prolif = inducers of beta-cell replication in MIN6 cells; MIN6 cells proliferation, ATPlite luminescence, 48 h; cells starved in 0.2% serum; 100% = growth in 10% serum; proliferation, % at 10 µM; 330,000 compounds, 0.29% hits; AID 2380;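 active = compounds whose signal lies at least 3.5 SD above the mean of all wells on their plate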;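 also: 0% = DMSO-treated cells in low-serum medium and 100% = 10% serum control; some compounds called inactive have numbers as strong as hits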
APOBEC3A inh = inhibitors of human APOBEC3A DNA deaminase | inhibition, % at 20 µM | AID 493011 | P31941 | 330,000 compounds, 0.41% hits | recombinant A3A, FAM/TAMRA ssDNA deamination fluorescence;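 active = at least 40% inhibition at 20 µM here, with at most 30% in a related deaminase screen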;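 also: plate controls were A3A with DMSO for no effect and wells lacking A3A enzyme for full effect; some results filed as inactive read as strong as hits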
Target sequence (P31941 whole entry, looked up): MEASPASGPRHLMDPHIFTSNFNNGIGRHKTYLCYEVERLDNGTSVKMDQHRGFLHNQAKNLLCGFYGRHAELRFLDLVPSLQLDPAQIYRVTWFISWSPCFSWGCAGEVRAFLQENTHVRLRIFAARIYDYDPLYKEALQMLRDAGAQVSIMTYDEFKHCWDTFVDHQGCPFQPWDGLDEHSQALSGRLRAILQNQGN
Active calls of the source: *.

Screens in order: mIAP inh, hIAP activ, hIAP inh, MIN6 prolif, ATG4B inh, mIAP activ, APOBEC3A inh, MPTP inh, A3G deaminase
COc1cc(F)ccc1S(=O)(=O)N1CCN(c2ccccc2)CC1
  7, 1.1, -13, -3, 7, 0.93, -1, -0.4, -2
CCCn1c(SCC(=O)NC2CCCC2)nnc1C(C)C
  -5, 1, -2, -1, 6, 1.1, -6, -1.1, -9
CC(=O)Nc1ccccc1C(=O)C(=O)Nc1ccc(Cl)cc1
  9, 0.9, 10, -3, -8, 0.91, 4, 1.7, -2
N/C(=N\OC(=O)Oc1ccccc1)c1ccc([N+](=O)[O-])cc1
  10, 1.4, -38, 0, -1, 0.9, -1, 0.4, -7
COC(=O)c1scc(C)c1NC(=O)c1ccc(Cl)cc1
  -1, 1.1, -5, -2, 3, 1, -3, -0.4, -7
COc1ccc(-n2c(C)c([N+](=O)[O-])c3ccc(O)c(CN(C)C)c32)cc1
  4, 1.3, -30, 0, -3, 0.96, -7, 3.8, -2
COc1ccc(-n2cccc2/C=C2/NC(=O)N(c3cccc(Cl)c3)C2=O)cc1
  4, 0.74, 26, 0, -7, 0.95, 32, 0.7, 4
CSCCC(NS(=O)(=O)c1ccc(C)cc1)C(=O)NCCc1c[nH]c2ccccc12 (centres undefined)
  1, 0.93, 7, -2, -11, 0.99, -2, 0.8, -1
Cc1ccc(N2C(=O)C(Cl)=C(NCc3ccccc3)C2=O)c(C)c1
  -13, 1.1, -14, -2, 7, 1.1, -1, 5.9, -4
Cc1ccc(C23CC4CC(CC(C(=O)OCC(=O)N(C)C)(C4)C2)C3)cc1
  2, 1, -4, -2, -4, 0.98, -1, 0.2, -7
CCN(CC(=O)NCc1ccc(Cl)cc1)C(=O)/C=C/c1ccco1
  2, 1, 0, 5, -5, 0.98, -4, -0.9, -5
CCc1nnc(NS(=O)(=O)c2ccc(NC(=O)c3ccccc3O)cc2)s1
  3, 0.82, 18, -3, 11, 0.97, -3, -0.3, -4
Cc1oc(-c2ccccc2F)nc1CS(=O)CC(=O)NCc1ccccc1 (centres undefined)
  4, 1.1, -15, 0, 3, 0.96, -6, 2.4, -7
Cc1ccccc1-c1nc(CS(=O)(=O)CC(=O)NCc2ccco2)c(C)o1
  -4, 1, -4, 2, 10, 1, 1, 0.8, 8
Cc1ccc(NC(=O)CCn2cccc2)cc1Cl
  2, 1, -1, -1, -1, 0.97, -3, 0.1, -4
CN1CC(=O)N2[C@H](c3ccc4c(c3)OCO4)c3[nH]c4ccccc4c3C[C@@H]2C1=O
  3, 1.1, -14, -1, -6, 0.97, 0, 0.6, -8
ON1C2CCCCC2N(O)C1c1c(F)c(F)c(F)c(F)c1F (centres undefined)
  1, 0.93, 7, -6, -3, 0.99, 3, 0.5, 0
c1ccc(CSc2ncnc3c2cnn3Cc2ccccc2)cc1
  5, 0.97, 3, -4, 3, 0.95, 0, -0.1, -8
Cc1ccccc1NC(=O)C1C2CCCC1C2c1ccccc1 (centres undefined)
  6, 1.1, -6, -1, -5, 0.94, -3, -0.5, -4
CC(C)c1ccc(S(=O)(=O)N2CCN(C(=O)c3cccc(F)c3)CC2)cc1
  -6, 0.95, 5, 1, 4, 1.1, -2, -1.2, -4
Cc1ccc2c(c1)c1c3n2CCN(C(=O)Cn2c(-c4ccccc4)noc2=O)C3CCC1 (centres undefined)
  -4, 0.89, 12, -2, -9, 1, -4, -0.7, -7
CCC(c1nnnn1CCOC)N1CCN(c2nc3ccccc3s2)CC1 (centres undefined)
  -1, 1.1, -9, 1, -16, 1, -3, -0.5, -7
Cc1csc(NC(=O)CSc2nnc(-c3ccccn3)n2-c2ccc(C)c(C)c2)n1
  1, 1.1, -6, 1, 4, 0.99, -1, -1.4, -5
Cc1ccc(NCC(=O)N/N=C\c2cccc(O)c2)cc1
  8, 1.2, -16, -3, -10, 0.92, -3, 2.1, -5
CCc1ccccc1NS(=O)(=O)c1cc2c(cc1C)n(C)c(=O)c(=O)n2C
  4, 0.79, 22, -4, -3, 0.96, -1, -0.3, -6
CN1CCC[C@@H]1CCNC(=O)c1cccc2c1C(=O)c1ccc(N3CCCC3)cc1S2(=O)=O
  8, 0.87, 13, 0, -6, 0.92, -1, 1.4, -8
Cc1cc(C(C)(C)C)oc1C(=O)OCC(=O)NC1CCCCC1
  7, 1.1, -8, 3, -2, 0.93, 3, 0.1, -4
C/C(CC(=O)Nc1ccc(Cl)cc1Cl)=N\NC(=O)c1ccco1
  4, 1.3, -28, -1, -10, 0.96, 1, -6.6, -3
CCOC(=O)c1ccccc1NC(=O)c1cccs1
  7, 0.89, 11, 7.4*, -6, 0.93, -2, 2.3, -5
O=C(Nc1ccc(-c2nnn(CC(=O)N3CCN(C(=O)c4ccco4)CC3)n2)cc1)c1ccc(F)cc1
  2, 1, -1, -3, -5, 0.97, 4, 0.1, 2
Cc1ccc(NC(=O)CN2C(=O)NC(C)(C3CC3)C2=O)cc1S(=O)(=O)N1CCCCC1 (centres undefined)
  12, 0.96, 4, -5, -7, 0.88, -1, -1.3, -6
COc1ccc(CN2CCNC(=O)C2CC(=O)NC2CCOCC2)cc1C (centres undefined)
  1, 1.2, -16, -3, 9, 0.99, -2, 1.3, -6
COc1ccccc1NC(=O)CCCCC(=O)Nc1ccccc1OC
  -1, 1.1, -7, 2, -1, 1, -3, -0.2, -3
NC(=O)c1ccccc1N/C=C/C(=O)c1ccccc1
  -1, 0.98, 2, -6, -8, 1, 5, 3.1, -2
CCN(CCCNC(=O)CNC(=O)c1nn(-c2ccc(OC)c(OC)c2)c(=O)c2ccccc12)c1ccccc1
  3, 0.84, 16, 0, -15, 0.97, -1, 1.4, -6
CCc1ccccc1S(=O)(=O)Cc1ccc(C(=O)NCc2cccs2)o1
  6, 0.97, 3, 2, -7, 0.94, 3, -0.5, 1
COc1ccc(CNC(=S)N/N=C/c2ccc(O)c(OC)c2)cc1
  1, 0.98, 2, 0, -7, 0.99, -6, -0.2, -6
Cc1cccc(NS(=O)(=O)c2cn(C)c(=O)n(C)c2=O)c1C
  1, 1, 0, -1, -13, 0.99, -7, -1.1, -6
O=C(Cc1cccs1)Nc1nnc(COc2ccccc2)s1
  1, 0.92, 8, 0, -1, 0.99, 8, 1.0, 3
COc1cc(/C=N/NC(=O)/C(=C\c2ccc([N+](=O)[O-])cc2)NC(=O)c2ccccc2)cc(OC)c1O
  9, 0.82, 18, -2, -19, 0.91, 1, 0.9, 0
CCCc1ccc(C(=O)NNC(=O)c2ccc(Cl)cc2)cc1
  8, 0.99, 1, -3, -3, 0.92, 2, -2.6, -4
Brc1c(-c2ccccc2)nc2n1Cc1ccccc1-2
  -6, 0.93, 7, -3, 26, 1.1, 1, 2.5, 0
COc1ccc(-c2noc(-c3ccco3)n2)cc1OC
  30, 0.96, 4, 0, -8, 0.69, 7, 1.0, -2
CCCCC(O)(CCCC)C(=O)NN(C(=O)CCl)c1ccccc1
  -14, 1.1, -13, 0, 16, 1.1, -6, 1.1, -8
CC1CC(C)CN(CC(=O)NCCc2ccc(S(N)(=O)=O)cc2)C1 (centres undefined)
  2, 0.94, 6, 0, -10, 0.98, 0, 0.8, -8
Cc1ccc(C(=O)COC(=O)c2ccc(Br)o2)cc1C
  3, 1, -2, -3, 4, 0.97, 1, 0.9, -4
COCc1cc(CN(C)C(=O)c2oc3c(F)cccc3c2C)[nH]n1
  6, 1, -4, -1, 20, 0.94, -5, -1.1, -3
CC(=O)Nc1ccc(NC(=O)c2ccc(Cn3cc(Cl)cn3)cc2)cc1
  3, 1.1, -7, 1, -4, 0.97, 1, 0.3, -4
Cc1ccc(C2=NN(C(=O)CCC(=O)O)C(c3cccs3)C2)cc1 (centres undefined)
  -7, 0.97, 3, -3, 0, 1.1, -1, 0.7, -5
COc1ccc(-n2ncc3c(NCCN4CCOCC4)ncnc32)cc1
  -1, 0.99, 1, 0, -13, 1, 2, -0.9, 0
Cc1ccccc1NC(=O)COc1ccc(Br)cc1C
  -4, 0.98, 2, -1, 6, 1, -4, 9.3, 0
CCC(C)NC(=O)CNC(=O)c1nn(-c2ccc(OC)cc2)c(=O)c2ccccc12 (centres undefined)
  3, 1, -3, 2, 10, 0.97, -4, 0.3, -6
CC(C)c1ccc(NC2CCCN(C(=O)C3=NN(C)C(=O)CC3)C2)cc1 (centres undefined)
  -2, 0.97, 3, -1, -1, 1, -8, -0.5, -9
CC(C)(C)N1C(=O)c2ccccc2NC(=O)N1Cc1ccc(Br)cc1
  1, 0.9, 10, 0, -16, 0.99, -2, -0.8, -3
Cc1cccc(-n2ncc(Cl)c(Cl)c2=O)c1
  0, 1.2, -16, -4, -3, 1, -1, -0.8, -5
COc1ccc(-c2[nH]c(-c3ccc(Cl)cc3)nc2SCC(=O)Nc2nccs2)cc1
  11, 0.88, 12, -6, -4, 0.89, 0, 4.2, -9
CC(=O)N(c1cccc(Br)c1)C1C=CS(=O)(=O)C1 (centres undefined)
  -6, 1.1, -7, -1, -3, 1.1, -4, -1.2, -3
CSc1nncc(=O)[nH]1
  8, 0.84, 16, 2, 3, 0.92, 0, 0.0, -1
COc1ccccc1NC(=O)Cn1nnc(C(=O)NCCc2ccccc2)c1N
  16, 1, -1, 1, 4, 0.84, -2, -1.4, -6
Cc1cccc(Cc2nnc(CCC(=O)NCc3ccncc3C)o2)c1
  3, 1.1, -5, -2, -8, 0.97, -1, -0.5, -5
C=CCn1c(C)cc(C(=O)COc2nncc3ccccc23)c1C
  -1, 1.1, -9, -3, 0, 1, -1, 3.3, -1
Cc1cc(Oc2ccc([N+](=O)[O-])cc2)nc(N2CCOCC2)n1
  7, 1.2, -20, 0, -5, 0.93, -3, -0.1, -5
CC(=O)N/N=C(\C)CC(=O)Nc1ccc2c(c1)OCCO2
  2, 1.1, -10, -4, 11, 0.98, -4, 1.5, -8

Reprinted from the results shown, 2 compounds:
Screens in order: mIAP inh, hIAP activ, hIAP inh, MIN6 prolif, ATG4B inh, mIAP activ, APOBEC3A inh, MPTP inh, A3G deaminase
Cc1cc(Oc2ccc([N+](=O)[O-])cc2)nc(N2CCOCC2)n1
  7, 1.2, -20, 0, -5, 0.93, -3, -0.1, -5
CC(=O)N/N=C(\C)CC(=O)Nc1ccc2c(c1)OCCO2
  2, 1.1, -10, -4, 11, 0.98, -4, 1.5, -8
